Tb PYK inh = qHTS of Trypanosoma Brucei Inhibitors; pyruvate kinase (Trypanosoma brucei), Q57TT1; TbPYK enzyme, Kinase-Glo Plus ATP luminescence, 45 min; Potency, µM (doses to about 76.8 µM), for inactives: top-dose activity, negative = inhibition, most hits filed as inhibitors; 410,000 compounds, 0.12% hits; AID 624173, 2012; note: potency is the fitted concentration of half-maximal effect; % is set by controls: 0 for no effect and ±100 for the full control effect; nearly all actives have a fitted effect of over 50% in size
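Glycolytic pyruvate kinase of T. brucei was incubated with substrate, test compound and 130 uM ADP for 45 minutes at room temperature. Luminescent Kinase-Glo Plus signal was measured after 10 minutes.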
Pf growth 48h = Primary qHTS for delayed death inhibitors of the malarial parasite plastid, 48 hour incubation. P. falciparum luciferase growth in erythrocytes, 48 h. Potency, µM (titrated, usually from 28.7 µM), for the others: at the highest dose activity change, negative = inhibition, most hits filed as inhibitors. 310,000 compounds, 5.9% hits; note: potency is the fitted concentration of half-maximal effect; % is set by controls: 0 for no effect and ±100 for the full control effect
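Here the parasites carry a stable luciferase gene and grow inside erythrocytes in Albumax-based RPMI medium with compound for one erythrocytic cycle. Activity is scored as loss of luminescent signal.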
AmpC no deterg = qHTS Inhibitors of AmpC Beta-Lactamase (assay without detergent); AmpC nitrocefin hydrolysis, absorbance 480 nm, 0.0001% Triton; P00811; 330,000 compounds, 0.52% hits; AID 485341, 2010; Potency, µM (titrated, usually from 57.1 µM), for the others: at the highest dose activity change, negative = inhibition, actives largely listed as inhibitors;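 note: potency is the fitted concentration of half-maximal effect; plate controls were no compound for no effect and no enzyme for full effect; nearly all actives have a fitted effect of over 20% in size; some results filed as inactive show a strong effect at the top dose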
Target sequence (P00811 whole entry, looked up): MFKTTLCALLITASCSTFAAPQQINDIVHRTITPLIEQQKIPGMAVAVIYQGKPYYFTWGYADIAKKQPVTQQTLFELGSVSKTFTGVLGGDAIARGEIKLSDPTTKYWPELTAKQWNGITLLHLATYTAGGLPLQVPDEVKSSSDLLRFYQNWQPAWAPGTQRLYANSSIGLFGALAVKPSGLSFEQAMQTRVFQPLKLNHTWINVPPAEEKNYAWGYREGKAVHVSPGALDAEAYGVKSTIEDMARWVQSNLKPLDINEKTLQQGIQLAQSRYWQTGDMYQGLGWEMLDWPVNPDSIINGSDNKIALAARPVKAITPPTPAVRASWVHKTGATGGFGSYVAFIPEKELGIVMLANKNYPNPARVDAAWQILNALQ
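20 mM phosphate pH 7.0 + 0.01% (detergent screen) or 0.0001% Triton X-100; 5.3 nM AmpC reagent; cpd preinc 15 min RT; nitrocefin (800 uM stock) to start; A480 q20 s × 4 min; Activity was normalised to no-enzyme and no-compound control wells.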
Pf growth 96h = Primary qHTS for delayed death inhibitors of the malarial parasite plastid, 96 hour incubation; P. falciparum luciferase reporter growth, 96 h; Potency, µM (highest dose often 28.7 µM), inactives show top-dose activity change, negative = inhibition, hits mostly inhibitors; 320,000 compounds, 6.9% hits; AID 504834, 2011; note: potency is the fitted concentration of half-maximal effect; % is set by controls: 0 for no effect and ±100 for the full control effect
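Cell-based qHTS: luciferase-tagged P. falciparum in erythrocytes (2% hematocrit, 0.05% parasitemia final) incubated with compounds for 96 hours, 37 C, 5% CO2; luciferase detection reagent then added and luminescence measured.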
Cycloheximide cs = Cycloheximide Counterscreen for Small Molecule Inhibitors of Shiga Toxin; cell reporter, cycloheximide protein synthesis inhibition counterscreen; max response, %; 300,000 compounds, 12% hits; in the data active = max response mostly above about 13%, no sharp cut-off; inactive = mostly below about 14%; note: read at 38.3 µM for the half of the compounds with a filed dose; 0% is about no effect
Shiga inhibitor = A qHTS for Small Molecule Inhibitors of Shiga Toxin; Vero cells, Shiga toxin protein synthesis inhibition reporter; inhibition, % at 38.7 µM; 290,000 compounds, 9.2% hits; AID 2315, 2010; in the data active = inhibition mostly above about 28%, no sharp cut-off; inactive = mostly below about 43%; note: 0% is about no effect
LmPK inh = qHTS Assay for Inhibitors of Leishmania Mexicana Pyruvate Kinase (LmPK). Q27686. purified LmPK, Kinase-Glo ATP luminescence, 1 h. Potency, µM (series often up to 57.5 µM), for the others: at the top dose activity change, negative = inhibition, most hits filed as inhibitors. 290,000 compounds, 0.37% hits; note: potency is the fitted concentration of half-maximal effect; % is set by controls: 0 for no effect and ±100 for the full control effect
Target sequence (Q27686 whole entry, looked up): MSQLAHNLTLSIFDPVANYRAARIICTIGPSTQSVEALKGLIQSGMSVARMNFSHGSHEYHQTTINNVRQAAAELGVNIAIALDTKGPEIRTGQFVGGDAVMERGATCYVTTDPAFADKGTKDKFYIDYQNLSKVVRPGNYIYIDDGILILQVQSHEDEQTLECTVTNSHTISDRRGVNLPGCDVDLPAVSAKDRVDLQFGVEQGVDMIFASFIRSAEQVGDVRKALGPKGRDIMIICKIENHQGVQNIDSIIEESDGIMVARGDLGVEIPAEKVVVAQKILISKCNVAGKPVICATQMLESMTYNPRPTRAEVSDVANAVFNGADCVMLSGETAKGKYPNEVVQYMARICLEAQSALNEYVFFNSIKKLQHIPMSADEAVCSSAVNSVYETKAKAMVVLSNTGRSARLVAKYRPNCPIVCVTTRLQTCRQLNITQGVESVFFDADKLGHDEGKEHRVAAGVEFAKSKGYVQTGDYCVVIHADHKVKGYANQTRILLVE
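Kinase-Glo luminescence read after 1 h RT reaction of 0.1 nM LmPK with 0.5 mM PEP and 0.1 mM ADP. Activity scaled between uninhibited and enzyme-free controls.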
The depositor's hits bear a star; ? = inconclusive; · = no result given; & = joins results of further samples; [ ] = dose if it differs, or a comment. Unless noted, calls come from the whole dose curve; as a rule, active = well fitted curve in the direction sought with a large enough effect; inconclusive = small, poorly fitted or top-dose-only effect, or another doubt; inactive = no such curve, though single readings can be large; an effect the other way counts as inactive or inconclusive. Not a hit list; any-hit rate near 22%.

SMILES	Tb PYK inh	Pf growth 48h	AmpC no deterg	Pf growth 96h	Cycloheximide cs	Shiga inhibitor	LmPK inh
Cn1nc(C(C)(C)C)c([N+](=O)[O-])c1C(=O)Nc1ccc(Br)cc1	-0.8%	?	-36.3%	?	-2.0	-1.6	5.6%
COc1cccc(-c2cc(=O)c3cc(NC(=O)c4ccccc4)ccc3[nH]2)c1	2.5%	?	-60.0%	?	9.2&-1.9	-7.0	1.2%
COc1ccc(C(=O)NNC(=O)CSc2nnnn2C)cc1	7.5%	0.4%	-13.4%	-1.7%	-2.9	-6.5	-6.3%
O=C(CSC(=S)N1CCCC1)N1CCN(S(=O)(=O)c2cccc(F)c2)CC1	9.3%	-12.9%	16.1%	?	·	·	·
CN(C)S(=O)(=O)N1CCC(c2ccc(F)cc2)C(COc2ccc3c(c2)OCO3)C1 (stereo not drawn)	-1.6%	?	4.0%	67.6%[activator]	8.7	14.2	-2.5%
O=C(c1ccccc1F)c1cn(CC(=O)N2CCCCC2)c2ccccc12	3.1%	2.9%	-7.8%	·	0.5	-8.6	0.8%
Cc1cccc(C)c1NC(=O)CN(C)C(=O)c1ccccc1SCC(=O)N1CCCC1	-8.1%	0.8%	-2.1%	38.1%[activator]	·	·	·
CC(C)(C)c1nnc(NC(=O)c2cccs2)s1	1.6%	104.1%[activator]	-20.0%	-8.3%	71.0*	75.1*	?
Cc1cccc(CC2CC(=O)N(c3ccccc3)C2=O)c1 (stereo not drawn)	-4.2%	-27.2%	-7.7%	21.7%	-2.6	-10.7	3.4%
O=C(CCNc1cccc(F)c1)c1cc2ccccc2o1	-1.4%	20.0%	-7.9%	?	43.8*	36.0	-11.8%
COC(=O)C1=C(c2ccccc2OCc2ccccc2)C[C@@H]2CC[C@H]1N2C(=O)NCCOc1ccccc1	-1.3%	11.7µM*	-4.2%	?	·	·	·
O=Cc1cccn1-c1sc2c(c1C(=O)O)CCCC2	5.5%	7.5%	-17.9%	3.4%	-2.4	13.1	2.3%
COc1ccc(C2=C(CC(=O)O)C(=O)CC2)cc1	3.9%	24.2%	-12.3%	0.4%	5.2	13.5	-5.0%
CCCN1C2CCCC1CC(NC(=O)C1CCCCC1)C2 (stereo not drawn)	-2.1%	32.6%[activator]	-23.2%	28.7%	5.3	-3.4	-5.5%
Cc1ccc(CNC(=O)c2cc(-c3ccccc3)nn2Cc2cc(C)no2)cc1	0.9%	-15.1%	-22.8%	-16.6%	·	·	·
CC(C)N1CCC(N2CCN(C3CCCCCC3)CC2CCO)CC1 (stereo not drawn)	0.6%	-8.9%	-7.7%	?	-1.4	-4.0	13.9%
CCCc1cc(=O)[nH]c(Nc2ccc(OC)c(Cl)c2)n1	3.4%	-16.3%	-31.5%	-0.2%	-2.4	-8.3	0.5%
COc1ccc(S(=O)(=O)NC(C)C(=O)N2CCCC2)cc1Cl (stereo not drawn)	-4.2%	5.8%	-1.4%	-20.0%	0.9	-2.1	2.1%
CC1CN(C(=O)CSc2cn(CC(=O)N3CCOCC3)c3ccccc23)CC(C)O1 (stereo not drawn)	-8.7%	5.1%	41.2%	-19.5%	13.5	-3.0	3.0%
COc1ccc(CCN(C)Cc2cccc3ccccc23)cc1OC	2.0%	?	11.8%	5.9%	1.9	·	3.6%
COc1cccc(-n2cc(CN(C)Cc3nc(Cc4ccccc4)no3)cn2)c1	-18.2%	24.0%	97.9%[activator]	?	-2.0	11.6	-0.8%
CO/N=C(\Cn1ncc(NC2CCCCC2)c(Br)c1=O)c1ccc(Cl)cc1	-4.2%	?	18.8%	?	-3.7	-12.4	-1.9%
CCCn1c(CN2CCCCC2CC)nc2c1c(=O)n(C)c(=O)n2C (stereo not drawn)	-3.0%	8.1%	-0.9%	16.0%	-0.7	22.0	-1.3%
O=C(CCC(=O)N(c1ccc(F)cc1)C(C(=O)NC1CCCC1)c1ccncc1)Nc1cccnc1 (stereo not drawn)	6.4%	-10.4%	-3.6%	?	-1.9	2.6	-0.2%
CCOC(=O)c1ccc(-c2csc(NC(=O)CN3CCC(C)CC3)n2)cc1	1.4%	?	-20.1%	?	-1.7	14.7	2.6%
O=C(O)CCn1c(=S)n(CCC(=O)O)c2ccccc21	-10.6%	0.4%	-22.4%	?	-3.9	17.4	2.5%
CC(=O)c1ccc2c(c1)C1C=CCC1C(c1ccc(S(=O)(=O)N3CCOCC3)cc1)N2 (stereo not drawn)	-22.6%	?	-6.3%	49.2%[activator]	-2.8	-12.0	-4.9%
CC(C(=O)NC(=O)NC1CCCCC1)N1CCN(C(c2ccccc2)c2ccccc2)CC1 (stereo not drawn)	8.6%	?	-5.5%	·	-4.2	-7.1	17.5%
CCOC(=O)c1sc2nc(CC(=O)OC)nc(N3CCN(c4ccc(OC)cc4)CC3)c2c1C	-0.3%	·	47.9%	?	5.0	3.4	9.8%
CC1CN(C(=O)c2ccc(C(=O)c3ccccc3)cc2)CC(C)O1 (stereo not drawn)	4.5%	12.6%	20.7%	?	-4.8	-11.6	2.9%
CCOC(=O)c1c(C)c(C(=O)Nc2ccc(F)cc2)c(C)n1C	-0.9%	-1.9%	-4.6%	?	5.6	18.6	1.0%
CCN(CCCNC(=O)c1c(C)cc(=O)oc1C)c1ccccc1	-1.9%	?	?	17.8%	5.0	7.9	8.1%
O=C(OCC(=O)N1CCN(C(=O)c2ccco2)CC1)c1cc(-c2ccc(Cl)c(Cl)c2Cl)nc2ccccc12	0.3%	·	18.1%	?	-1.2	-6.2	-3.8%
O=C(NCCN1CCCC1)c1ccc(Br)cc1	-7.4%	58.0%[activator]	-12.5%	-36.8%	-3.8	·	10.9%
COCCN1Cc2cccc(C(=O)Nc3ccc(C)c(C)c3)c2C1=O	-0.1%	·	25.6%	30.7%[activator]	2.0	-4.2	6.7%
COc1ccc(NC(=O)CN2CCN(CC(=O)Nc3cc(OC)cc(OC)c3)CC2)cc1	-8.5%	-26.0%	106.2%[activator]	-3.5%	3.2	-7.2	3.5%
CCOC(=O)C1=C(CSc2nc(-c3ccccc3)ccc2C#N)OC(N)=C(C#N)C1c1cccnc1 (stereo not drawn)	?	·	-19.2%	?	41.7*	92.3*	-9.9%
CC(=O)N1CCN(C2=NC(=O)/C(=C\c3cccs3)S2)CC1	2.3%	-22.8%	-11.9%	-15.7%	5.2	-7.0	-8.9%
CSC1=N/C(=C\c2ccccc2)C(=O)N1C	-0.3%	50.3%[activator]	-6.1%	22.3%	-1.2	17.6	-10.0%
Cc1cc(C)n(Cc2ccc(NC(=O)c3c([N+](=O)[O-])c(C)nn3C)cc2)n1	-7.4%	-29.1%	67.7%[activator]	·	-2.2	-4.3	-0.2%
CCOC(=O)c1ccc(NC(=O)c2nc[nH]c2C(=O)N[C@@H](CC(C)C)C(=O)OC(C)(C)C)cc1	3.6%	7.38µM*	-2.0%	9.28µM*	-3.4	-1.9	1.6%
CCC(C)NC(=O)C1c2ccccc2C(=O)N1Cc1ccccc1OC (stereo not drawn)	-0.9%	?	-3.4%	24.0%	1.2	-4.9	-0.2%
COc1ccc(N(C(=O)c2snc(C(N)=O)c2N)C(C(=O)NC2CCCC2)c2ccc(OC)c(OC)c2)cc1 (stereo not drawn)	5.7%	?	98.7%[activator]	6.5%	-2.1	19.3	0.6%
C=CCOC(=O)C1=C[C@H](c2csc3ccccc23)[C@@H](CCCO)[C@H](OCC)O1	-0.3%	?	163.1%[activator]	?	-2.2	-7.1	8.5%
COc1ccc(C=Nc2ccc3[nH]ncc3c2)c(O)c1	3.7%	4.7%	-16.3%	?	-0.6	-15.3	-15.7%
CCN(CC)S(=O)(=O)c1ccc(C(=O)NCc2ccc3[nH]c4c(c3c2)CCCC4)cc1	1.7%	?	25.1µM*	11.7µM*	-3.4	-11.7	-2.7%
C/C(CC(=O)Nc1cc(C)ccn1)=N\NC(=O)COc1cccc(C)c1	·	48.8%[activator]	-29.8%	?	31.0*	-11.6	-2.7%
COCCNC(=O)CN(c1cc(Cl)ccc1OC)S(C)(=O)=O	-7.7%	7.3%	-5.7%	·	-7.7	-6.3	9.6%
O=C(O)[C@H](O)[C@@H](O)[C@H](O)[C@H](O)CO	-7.0%	-7.5%	·	-4.5%	·	·	·
CCn1cc(/C=N/N=C2\CCC3C4CCc5cc(O)ccc5C4CC[C@]23C)c(C)n1 (stereo partly drawn)	-9.9%	·	31.0%	1.65µM*	-2.6	-9.5	-1.3%
Cc1ccccc1C(=O)N1CC(=O)Nc2ccc(F)cc2C1c1ccc(F)cc1 (stereo not drawn)	-13.7%	0.0%	108.1%[activator]	?	10.6	-2.4	1.2%
Cc1ccc(OCc2nnc(SCC(=O)c3ccccc3)n2Cc2ccco2)cc1	?	?	-8.2%	19.8%	12.9	28.2	1.8%
O=[N+]([O-])c1cccc(/C=N/NS(=O)(=O)c2ccccc2)c1	0.3%	46.4%[activator]	-19.5%	20.7%	0.8	-12.5	2.8%

8 of the compounds above, with two lines to a compound:
Screens in order: Tb PYK inh, Pf growth 48h, AmpC no deterg, Pf growth 96h, Cycloheximide cs, Shiga inhibitor, LmPK inh
- COc1ccc(N(C(=O)c2snc(C(N)=O)c2N)C(C(=O)NC2CCCC2)c2ccc(OC)c(OC)c2)cc1 (stereo not drawn)
 : 5.7%, ?, 98.7%[activator], 6.5%, -2.1, 19.3, 0.6%
- C=CCOC(=O)C1=C[C@H](c2csc3ccccc23)[C@@H](CCCO)[C@H](OCC)O1
 : -0.3%, ?, 163.1%[activator], ?, -2.2, -7.1, 8.5%
- COc1ccc(C=Nc2ccc3[nH]ncc3c2)c(O)c1
 : 3.7%, 4.7%, -16.3%, ?, -0.6, -15.3, -15.7%
- CCN(CC)S(=O)(=O)c1ccc(C(=O)NCc2ccc3[nH]c4c(c3c2)CCCC4)cc1
 : 1.7%, ?, 25.1µM*, 11.7µM*, -3.4, -11.7, -2.7%
- C/C(CC(=O)Nc1cc(C)ccn1)=N\NC(=O)COc1cccc(C)c1
 : ·, 48.8%[activator], -29.8%, ?, 31.0*, -11.6, -2.7%
- COCCNC(=O)CN(c1cc(Cl)ccc1OC)S(C)(=O)=O
 : -7.7%, 7.3%, -5.7%, ·, -7.7, -6.3, 9.6%
- O=C(O)[C@H](O)[C@@H](O)[C@H](O)[C@H](O)CO
 : -7.0%, -7.5%, ·, -4.5%, ·, ·, ·
- CCn1cc(/C=N/N=C2\CCC3C4CCc5cc(O)ccc5C4CC[C@]23C)c(C)n1 (stereo partly drawn)
 : -9.9%, ·, 31.0%, 1.65µM*, -2.6, -9.5, -1.3%
